# NTR1 agonist = agonists of NTR1, primary screen, imaging, U2OS cells, beta-arrestin-GFP, high content (AID 493036). P30989. NTR1-U2OS beta-arrestin-GFP spot imaging, agonist mode. activation, % at 20 µM. 330,000 compounds, 0.17% hits;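 active means activation at or above 40% of the spot to cytoplasm intensity ratio, with at least 20 cells analyzed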;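 further: 0% = DMSO without peptide and 100% = 100 nM NTR1 peptide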
# Target sequence (P30989 whole entry, looked up): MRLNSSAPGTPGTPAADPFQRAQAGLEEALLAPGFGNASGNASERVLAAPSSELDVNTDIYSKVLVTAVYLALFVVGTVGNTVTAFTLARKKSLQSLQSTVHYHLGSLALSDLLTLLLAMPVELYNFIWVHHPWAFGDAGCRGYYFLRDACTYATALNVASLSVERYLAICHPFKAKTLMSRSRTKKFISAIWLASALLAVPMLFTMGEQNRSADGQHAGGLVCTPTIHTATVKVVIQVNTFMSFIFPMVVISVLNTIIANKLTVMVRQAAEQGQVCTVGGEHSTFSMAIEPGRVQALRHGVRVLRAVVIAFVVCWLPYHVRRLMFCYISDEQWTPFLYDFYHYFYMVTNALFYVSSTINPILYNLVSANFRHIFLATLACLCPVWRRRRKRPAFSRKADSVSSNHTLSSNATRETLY
# UTI89 phage lysis = protection from phage-mediated lysis, alamar blue read-out – E. coli UTI89, K1F phage, bacterial capsule biogenesis inhibitors (AID 488966). E. coli UTI89 K1F phage lysis, alamar blue, 2 h; higher % means a stronger effect. inhibition, % at 100 µM, or IC50 in µM where a hit was titrated. 340,000 compounds, 0.02% hits;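 active means phage lysis inhibition, versus mean bacterial control, above a set limit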;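 further: capsule biogenesis inhibitors block K1F phage lysis so surviving cells raise fluorescence; higher fluorescence means more inhibition of phage lysis; actives were called in the ten point dose series up to 300 µM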
# NS5 inhibitors = Dengue-2 NS5 methyltransferase inhibitors, primary screen, biochemical, confirmation dose response (AID 588689) | inhibition, % at 25 µM; hits with a dose series show IC50 in µM | 340,000 compounds, 0.3% hits | Dengue-2 NS5 methyltransferase capping enzyme assay, biochemical; higher % means a stronger effect; in the data active means a potency from the dose series
# NTR1 agonist cell count 20 µM = second read-out of NTR1 agonist, no call of its own (marks repeat the call); cell count; measured here: cell count, cytotoxicity flag
# NS5 inhibitors pilot replicate = recorded beside NS5 inhibitors, whose call it bears; inhibition, %; measured here: pilot screen replicate inhibition
# Numbers without * were called inactive; [ ] = another dose, or the depositor's remark. These rows are one share of the data (hit frequency here may not be typical).
SMILES,NTR1 agonist,NTR1 agonist cell count 20 µM,UTI89 phage lysis,NS5 inhibitors,others
CCOC(=O)C[C@H]1c2ccc(C(F)(F)F)cc2S(=O)(=O)N1c1ccccc1,1.0,84,-1.6%,-8%,
COc1ccc(CNC(=O)[C@@H]2CC=C[C@@H]3CCN(Cc4ccc(Cl)c(Cl)c4)C(=O)[C@@H]32)cc1,2.8,98,0.0%,-11%,
COc1ccc2c(c1)OC[C@H]1[C@H]2N2C(=O)c3cc(Br)ccc3NC(=O)[C@@]2(C)[C@H]1c1ccccc1,-3.6,91,1.8%,-11%,
CCOC(=O)Nc1cccc(OCC(=O)Nc2ccc(OC)cc2OC)c1,3.5,92,0.1%,3%,
O=C(NC1CCCCCCC1)c1cccc(S(=O)(=O)N2CCOCC2)c1,0.2,52,1.2%[50 µM],-1%,
O=C(CSc1nnc(-c2ccc(F)cc2)o1)Nc1ccccc1N1CCOCC1,1.2,34,-0.1%,-1%,
COc1cccc(COC(=O)CSCC(=O)Nc2cccc(C)c2)c1OC,-0.2,70,1.3%[50 µM],-7%,
O=C(OCC(=O)N1CCN(S(=O)(=O)c2ccc(Cl)cc2)CC1)C1CC1,-2.4,41,0.4%[50 µM],-2%,
CCOc1ccc(S(=O)(=O)N2CCCCC2)cc1NC(=O)Cc1ccccc1,5.4,69,0.5%[50 µM],-5%,
O=C(CN1CCN(c2ccccc2O)CC1)Nc1ccccc1C(=O)NCCc1ccccc1,12,61,-0.2%[50 µM],-3%,
CCN(CC(=O)Nc1ccc(OC)cc1)C(=O)CSCC(=O)Nc1cc(C)on1,1.0,50,0.3%[50 µM],-10%,
Cc1cccc(C)c1NC(=O)CN(C)C(=O)c1ccc(-n2cncn2)c([N+](=O)[O-])c1,0.0,60,0.5%[50 µM],-2%,
CCN1C(=O)C(=O)N(CC(=O)c2cc(C)n(C3CC3)c2C)C1=O,-2.3,62,0.4%[50 µM],3%,
CCCCCN(C(=O)CCC(=O)OCCOc1ccccc1Cl)c1c(N)n(CCCC)c(=O)[nH]c1=O,0.1,59,0.9%[50 µM],-8%,
Cc1ccc(SCC(=O)OCC(=O)NCCc2ccc(S(N)(=O)=O)cc2)c(C)c1,-1.2,57,-1.7%,7%,
O=C(COC(=O)CNC(=O)c1cccs1)Nc1ccc(C(F)(F)F)cc1[N+](=O)[O-],0.2,74,0.6%[50 µM],-4%,
Cc1ccc(C(=O)NC(C)c2ccc(-n3ccnc3)cc2)o1 (configuration not stated),-1.0,61,2.4%[50 µM],-1%,
CCC(=O)OC1(C)C(=O)C=C2C=C(CCCC(=O)OC)OC=C2C1=O (configuration not stated),-1.2,113,-1.4%,26%,
COc1ccc(F)cc1-c1nc(N)nc(N)n1,0.3,47,-0.1%,-3%,
COc1ccc(S(=O)(=O)N2CCN(CC(=O)N3c4ccccc4CC3C)CC2)cc1OC (configuration not stated),0.1,76,0.9%[50 µM],-1%,
CCCc1cc(=O)[nH]c(SCC(=O)Nc2cc(S(=O)(=O)N(CC)c3ccccc3)ccc2Cl)n1,-0.6,47,-0.8%[50 µM],1%,
COc1ccc(S(=O)(=O)N(C)C[C@H]2Oc3c(cccc3N(C)C)C(=O)N([C@H](C)CO)C[C@@H]2C)cc1,1.5,50,0.1%,-8%,
COc1ccc(CN2CCN(C(=O)c3ccc(S(=O)(=O)NCc4ccco4)cc3)CC2)cc1F,0.1,56,2.0%[50 µM],2%,
Nc1ncnc2c1ncn2C1CCCC1,-1.4,59,4.3%,0%,
C[C@H](CO)N1C[C@H](C)[C@@H](CN(C)C(=O)Nc2ccc(C(F)(F)F)cc2)Oc2ccc(NC(=O)Cn3cnnn3)cc2C1=O,-1.7,66,-0.2%,3%,

# Among those listed so far, these have an aryl thioether with sulfur outside any ring.
SMILES,NTR1 agonist,NTR1 agonist cell count 20 µM,UTI89 phage lysis,NS5 inhibitors,others
O=C(CSc1nnc(-c2ccc(F)cc2)o1)Nc1ccccc1N1CCOCC1,1.2,34,-0.1%,-1%,
Cc1ccc(SCC(=O)OCC(=O)NCCc2ccc(S(N)(=O)=O)cc2)c(C)c1,-1.2,57,-1.7%,7%,
CCCc1cc(=O)[nH]c(SCC(=O)Nc2cc(S(=O)(=O)N(CC)c3ccccc3)ccc2Cl)n1,-0.6,47,-0.8%[50 µM],1%,

# Continued:
SMILES,NTR1 agonist,NTR1 agonist cell count 20 µM,UTI89 phage lysis,NS5 inhibitors,others
O=C(CCCN=C1NS(=O)(=O)c2ccccc21)OCc1ccccc1,-0.3,58,1.0%[50 µM],-6%,
O=C(c1cn(-c2ccccc2)nc1-c1ccncc1)n1nnc2ccccc21,-0.7,91,-0.3%,-10%,
Cc1ccc(NC(=O)CN(C)C(=O)c2ccc(COc3ccccc3)cc2)cc1,0.7,58,0.3%[50 µM],-10%,
COc1ccc(CN2C(CC(=O)Nc3cccnc3)c3ccc(C(F)(F)F)cc3S2(=O)=O)cc1 (configuration not stated),0.5,51,-0.1%,-6%,NS5 inhibitors pilot replicate=-6.4
CC(=O)N1CCN(C(=O)c2cccc(S(=O)(=O)NCc3ccccc3)c2)CC1,2.4,18,0.9%[50 µM],0%,
O=S(=O)(c1ccccc1)N1CCC(c2ccccc2)CC1,-1.8,66,1.9%,-2%,
O=C1COc2ccc(C(=O)COC(=O)c3ccc(Cl)cc3[N+](=O)[O-])cc2N1,3.7,49,0.1%[50 µM],-1%,
C=CCOc1ccc(/C=C/C(=O)OCC(=O)NCC2CCCCC2)cc1,1.7,64,1.4%[50 µM],4%,
O=C(NNC(=O)C1CC1)c1cc(=O)[nH]c2ccccc12,3.1,36,-0.5%,2%,
CCOC(=O)c1c(C)[nH]c(C)c1C(=O)COC(=O)c1ccc([N+](=O)[O-])s1,1.7,51,-1.6%[50 µM],-2%,
CCC(CC)c1nnc(NC(=O)CSCC(=O)Nc2cc(C)on2)s1,1.8,54,1.1%[50 µM],1%,
N#Cc1cccc2cccc(S(=O)(=O)N3CCOCC3)c12,-2.5,47,0.9%[50 µM],2%,
Cn1c(N)c(C(=O)COC(=O)COc2ccccc2Cl)c(=O)n(C)c1=O,-0.2,67,1.1%[50 µM],4%,
CCCN(C(=O)CSc1ccccc1C(=O)O)C1CCS(=O)(=O)C1 (configuration not stated),0.2,66,0.6%[50 µM],5%,
O=C(Cc1ccc(S(=O)(=O)N2CCOCC2)s1)NCCOc1ccccc1F,0.1,56,2.6%[50 µM],0%,
C[C@@H]1O[C@@H](OC[C@@H]2O[C@H](Oc3c(-c4ccc(O)cc4)oc4cc(O)cc(O)c4c3=O)[C@@H](O)[C@H](O)[C@H]2O)[C@H](O)[C@H](O)[C@H]1O,1.9,58,1.3%,3%,
COc1ccc(Cc2nnc(SCC(=O)Nc3ccc(C)cc3)n(N)c2=O)cc1,0.5,64,1.2%[50 µM],0%,
O=C(CC1SC(N2CCCCC2)=NC1=O)Nc1cccc(C(=O)Nc2ncccc2O)c1 (configuration not stated),-0.2,73,1.3%,-4%,
C=C(C)C(=O)OCC(O)COc1ccc(C(C)(C)c2ccc(OCC(O)COC(=O)C(=C)C)cc2)cc1 (configuration not stated),16,47,-0.1%,-6%,
O=[N+]([O-])c1ccc(NS(=O)(=O)N2CCOCC2)cc1,-0.4,51,0.7%[50 µM],-4%,
CCC(CO)Oc1cc(NC(=O)c2ccccc2Cl)c2ncn(C(C)C)c2c1 (configuration not stated),-2.1,49,-1.3%,-2%,
CCCCNC(=O)c1c(CSc2ccc(Cl)cc2)noc1C(=O)NCc1ccccc1,5.8,41,-1.2%,1%,
O=C(COC(=O)c1cc([N+](=O)[O-])ccc1N1CCOCC1)Nc1cc(F)ccc1F,-0.1,65,0.8%[50 µM],2%,
CSc1sc(C(=O)O)c2c1C(=O)CC(C)(C)C2,0.8,94,0.1%,-3%,
COC(=O)c1cc(NC(=O)COC(=O)CCc2nc3ccccc3c(=O)[nH]2)cc(C(=O)OC)c1,-0.6,46,-4.8%,-6%,

# Other compounds follow:
SMILES,NTR1 agonist,NTR1 agonist cell count 20 µM,UTI89 phage lysis,NS5 inhibitors,others
CC(C)(C)c1ccc(OCCC(=O)Nc2ccc(N3CCOCC3)cc2N2CCOCC2)cc1,5.4,42,-1.2%[50 µM],7%,
Cc1c(C(=O)OCc2nc3ccsc3c(=O)[nH]2)oc2ccccc12,1.1,66,1.1%[50 µM],-5%,
COc1ccc(CN(C)C(=O)c2cccc(S(=O)(=O)N3CCN(c4ccccc4)CC3)c2)c(OC)c1OC,1.4,49,0.2%[50 µM],7%,
C[C@]12c3[nH]c4ccc(Cl)cc4c3CCN1C(=O)[C@@H](CC(=O)NCc1cccc(C(F)(F)F)c1)C[C@@H]2C(=O)N1CCCCC1,9.1,52,0.4%,-2%,
Cc1ccc(OCCC(=O)NNC(=O)c2ccccc2F)cc1,-0.7,55,0.5%[50 µM],4%,
Cc1noc(C)c1COc1ccccc1C(=O)N(C)CC(=O)Nc1ccc(Cl)c(Cl)c1,0.4,55,-1.9%,-9%,
Cc1ccsc1/C=N/NC(=O)Cc1ccc([N+](=O)[O-])cc1,-0.4,43,-0.3%,-3%,
C=CCC[C@H](Cc1ccc(F)cc1)C(=O)OC[C@H](C)NC(=O)[C@H](CC=C)CC(=O)NCCO,-1.8,66,1.0%,3%,
O=C(COC(=O)c1ccc(Cl)nc1)Nc1c(Cl)cccc1C(F)(F)F,0.8,45,0.0%[50 µM],-6%,
Cc1nnc2n1N=C(c1ccc(F)cc1F)CS2,2.9,59,2.7%,1%,
CCOC(=O)c1cc(=O)n2c(nc3ccccc32)[nH]1,1.4,77,5.9%,-10%,
Cc1ccc(S(=O)(=O)NCC(=O)OCCOc2ccccc2F)cc1,0.8,73,0.8%[50 µM],-6%,
Cc1ccc2nc(Cl)c(/C=N/NC(=O)CN3CCOCC3)cc2c1,-0.6,58,1.6%[50 µM],-4%,
CC(C)=CC(=O)O[C@@H]1Cc2c(ccc3ccc(=O)oc23)OC1(C)C,3.2,54,1.2%,-7%,
Cc1ccc(C(=O)NCC(=O)OCC(=O)N(CC(C)C)c2c(N)n(Cc3ccccc3)c(=O)[nH]c2=O)cc1,-0.1,57,0.1%[50 µM],1%,
CSc1ncccc1C(=O)OCC(=O)Nc1ccc(N2CCOCC2)cc1,0.3,63,1.6%,12%,
COc1ccc(NC(=O)CSc2n[nH]c(-c3ccncc3)n2)cc1Cl,0.1,51,7.7%,-4%,
CCCN1C(C)C(C(=O)OCC)=CN(Cc2ccc(Br)cc2)S1(=O)=O (configuration not stated),-0.7,45,0.2%,-8%,NS5 inhibitors pilot replicate=0.6
Cc1ccc(C(=O)c2ccc(CC(=O)O)n2C)cc1,5.7,50,2.0%,-7%,
COc1cccc(NCc2nnc(SCC(=O)NC3CCS(=O)(=O)C3)n2C2CCCCC2)c1 (configuration not stated),-1.0,5,0.4%[50 µM],1%,
C=C[C@@]1(C)CCC(/C(C)=C/C=C/C(C)(C)O)C[C@@H]1C(=C)C (some centres not stated),0.3,56,0.2%,-6%,
Cc1c(C(=O)NNC(=O)c2csc(N3CCOCC3)n2)oc2ccccc12,-1.3,87,0.8%[50 µM],-4%,
CC(NS(C)(=O)=O)C(c1cccs1)N1CCN(c2ccccc2F)CC1 (configuration not stated),0.8,54,3.0%,-3%,
CCOc1cc(OCC)c(C(C)=O)cc1OCC,-0.1,51,-0.8%,0%,
CCCSc1ccc([C@H]2N[C@@](Cc3ccccc3)(C(=O)OC)[C@H]3C(=O)N(C)C(=O)[C@@H]23)cc1,7.2,57,1.7%,-7%,

# Fetched by structure from the entries so far (seven):
SMILES,NTR1 agonist,NTR1 agonist cell count 20 µM,UTI89 phage lysis,NS5 inhibitors,others
Cc1ccc(C(=O)NCC(=O)OCC(=O)N(CC(C)C)c2c(N)n(Cc3ccccc3)c(=O)[nH]c2=O)cc1,-0.1,57,0.1%[50 µM],1%,
CCOc1cc(OCC)c(C(C)=O)cc1OCC,-0.1,51,-0.8%,0%,
C=C[C@@]1(C)CCC(/C(C)=C/C=C/C(C)(C)O)C[C@@H]1C(=C)C (some centres not stated),0.3,56,0.2%,-6%,
Cc1nnc2n1N=C(c1ccc(F)cc1F)CS2,2.9,59,2.7%,1%,
CC(NS(C)(=O)=O)C(c1cccs1)N1CCN(c2ccccc2F)CC1 (configuration not stated),0.8,54,3.0%,-3%,
O=C(COC(=O)c1ccc(Cl)nc1)Nc1c(Cl)cccc1C(F)(F)F,0.8,45,0.0%[50 µM],-6%,
Cc1ccc(S(=O)(=O)NCC(=O)OCCOc2ccccc2F)cc1,0.8,73,0.8%[50 µM],-6%,

# More compounds.
SMILES,NTR1 agonist,NTR1 agonist cell count 20 µM,UTI89 phage lysis,NS5 inhibitors,others
CCC(C(=O)OCC(=O)Nc1ccc(C)c(S(=O)(=O)N2CCOCC2)c1)c1ccccc1 (configuration not stated),2.8,47,-0.1%[50 µM],7%,
COc1ccc(S(=O)(=O)N2CCOCC2)cc1NC(=O)c1ccncc1,1.1,54,0.8%[50 µM],7%,
COCc1nnc(NC(=O)C2CC(=O)N(c3ccc(C)c(Cl)c3)C2)s1 (configuration not stated),0.0,68,0.8%[50 µM],2%,
CCC1(CC)NC(=O)N(CC(=O)Nc2ccc(C)cc2C)C1=O,2.4,49,1.2%,-11%,
COC(=O)c1cc(NC(=O)COC(=O)C2CCC2)cc(C(=O)OC)c1,-1.8,47,1.2%[50 µM],-9%,
CC(C)(C)NC(=O)CSc1nc2cc(S(=O)(=O)N3CCCCC3)ccc2o1,-0.2,57,0.6%[50 µM],-9%,

# High-throughput results: PubChem, several laboratories
